From PubChem
Insulin prom inh: inhibitors of insulin promoter-driven GFP, primary screen, imaging, TRM-6 cells (human fetal islet line), eGFP reporter, cell count | reporter expression induced with tamoxifen | inhibition, % at 2 µM | 130,000 tested, 0.9% active;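 active means inhibition above the mean plus 3 SD, with well images judged a real hit on visual review, cut at about 60% in these data, passing the limit was not always enough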
sdo1 growth: growth rescue of sdo1-depleted yeast, primary screen, S. cerevisiae, bone marrow failure model; S. cerevisiae sdo1-depleted JHY4D growth rescue, OD600 30 h; hits give high values; pdr5 snq2 efflux-pump mutant strain; z-score at 10 µM; 140,000 tested, 0.21% active; AID 817, 2007;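 active means z-score above 3 at both the 24 hr and the 30 hr optical density reads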;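 further: z-score against mean and SD of all compound wells on the same plate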
sdo1 growth Rescue 24 h: recorded beside sdo1 growth, whose call it bears; z-score; S. cerevisiae sdo1-depleted JHY4D growth rescue, OD600; measured here: growth rescue at 24 h;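 0 is the plate mean of compound wells and units are plate SD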
Numbers without * were called inactive; . = not tested or not shown. This is a subset, so the mix of outcomes need not match the whole.

Insulin prom inh	sdo1 growth	sdo1 growth Rescue 24 h	compound
0	-2	-0.97	CCOC(=O)c1oc2cc(O)c(CC)cc2c(=O)c1-c1ccc2c(c1)OCCO2
.	-1.1	1.1	CCOC(=O)c1sc(NC(=O)c2ccco2)nc1-c1ccccc1
.	-0.34	-0.58	COc1cccc(CNC(=O)C2CCCN(S(=O)(=O)c3cnc[nH]3)C2)c1 (configuration not stated)
-13	0.66	0.1	Cc1ccc(S(=O)(=O)NCC(=O)N2CCCC2)cc1
56	-0.3	-1	COCCn1c(-c2ccccc2)nc2oc3cc(OC)ccc3c(=O)c2c1=O
-21	0.18	0.08	CC(C)CNC(=O)COc1cccc(C(=O)NCc2ccccc2)c1
48	-0.87	-0.29	COc1cccc([C@@H]2Oc3ccc(OC)cc3C(=O)[C@H]2OC(=O)N[C@H](C)C2CCCCC2)c1
-19	-0.46	-0.35	Cc1cc(C(=O)CSc2ncn[nH]2)c(C)n1-c1cccc(S(=O)(=O)N2CCOCC2)c1
14	2.4	3.4	O=C(c1ccccc1F)N1CCN(Cc2cccc(Cl)c2)CC1
-58	-0.05	-0.72	CCc1nc2ccc(C)cc2c(C(=O)NC2CCCCC2C)c1C (configuration not stated)
.	-1.3	-0.48	O=c1[nH]ncc2c3ccccc3n(Cc3ccccc3)c12
-96	0.11	-0.96	C=CCc1c(C)nn(CC(=O)O)c1-c1ccccc1
-13	0.95	1.6	CCOC(=O)C(NC(=O)c1ccccc1)(OCc1ccccc1)C(F)(F)F (configuration not stated)
-386	0.16	0.14	O=S(=O)(Nc1cc(C(F)(F)F)ccc1N1CCOCC1)c1ccc2ccccc2c1
22	0.11	-0.35	COc1ccc(N(CC(=O)NCCSC(C)(C)C)S(C)(=O)=O)c(OC)c1
45	0.26	-0.36	COc1cc(NS(C)(=O)=O)c(OC)cc1NC(=O)c1ccccc1
62	-0.22	-0.64	CCOc1ccc(N(Cc2cc3cc(OC)ccc3[nH]c2=O)C(=O)C2CCCO2)cc1 (configuration not stated)
20	.	.	COc1ccc(N2C(=O)CC(N3CCN(S(=O)(=O)c4cc(C)ccc4C)CC3)C2=O)cc1 (configuration not stated)
-15	-0.2	-0.52	c1ccc(-c2nc(NCCCN3CCOCC3)c3ccccc3n2)cc1
47	0.54	0.92	O=C(CO/N=C/c1ccccc1OC(F)F)NCc1cccs1
-93	-0.72	-1.5	COc1ccc(C2/C(=C(\O)c3ccc4c(c3)OCCO4)C(=O)C(=O)N2CCCN(C)C)cc1 (configuration not stated)
25	0.66	-0.07	Cc1c(Cl)cccc1NC(=O)COc1ccc(S(=O)(=O)N2CCOCC2)cc1
-21	.	.	COc1ccccc1NC(C)C(=O)N/N=C/c1cccs1 (configuration not stated)
24	-0.1	-0.14	COC(=O)CC1C(=O)NCCN1C(=O)c1ccccc1 (configuration not stated)
.	0.13	0.22	COc1cc2c(cc1OC)CN(C(=S)Nc1c(C)cccc1C)CC2
.	-0.05	-0.02	CCCCn1c(SCC(=O)NCC2CCCO2)nc2ccc(N3CCOCC3)cc2c1=O (configuration not stated)
10	.	.	N#CC1=C(N)Oc2n[nH]c(-c3cccnc3)c2C1c1cc(F)ccc1F (configuration not stated)
-4	-1.3	0.09	Cc1cc(S(=O)(=O)Nc2ccc3ccccc3c2)c(C)s1
-6	-0.7	-0.03	COC(=O)c1c(NC(=O)COC(=O)CCc2ccc(S(=O)(=O)N3CCOCC3)cc2)sc2c1CCC2
9	0.46	-0.14	Cc1ccc(NC(=O)CCC(=O)NNC(=O)c2cccs2)cc1C
64	0.34	0.96	COc1ccc(N2CCN(C(=O)c3ccc(OCC4CCCO4)cc3)CC2)cc1 (configuration not stated)
-83	.	.	CC(C)NC(=S)N/N=C/c1ccccc1[N+](=O)[O-]
9	0.81	0.84	O=C1CC(=O)N(Cc2ccco2)C(=O)N1
19	-0.88	-0.7	COc1ccc(Cl)cc1S(=O)(=O)N1CCN(c2ccc(F)cc2)CC1
.	-0.87	-1.9	O=C1OC(C(=O)Nc2nccs2)Cc2ccccc21 (configuration not stated)
-7	0.06	0.51	O=C(c1cccnc1)N1CCN(S(=O)(=O)c2ccc(S(=O)(=O)N3CCCC3)cc2)CC1
-23	-0.01	0.17	Cc1nc2ccc(NC(=O)Cc3ccsc3)cc2s1
54	-1.4	-0.7	COc1cccc(-n2nnnc2S(C)(=O)=O)c1
-36	.	.	CCOc1cccc(CNCc2ccc(C(=O)O)cc2)c1
67	.	.	O=C(Nc1c2c(nn1-c1ccccc1)CSC2)c1ccc(N2C(=O)CCC2=O)cc1
.	0.06	0.34	O=c1cc(N2CCN(c3ccccc3F)CC2)[nH]c(=O)n1-c1ccc(Br)cc1
-7	-0.29	0.35	O=C(CN(c1ccc2c(c1)OCCO2)S(=O)(=O)c1ccccc1)Nc1ccc2c(c1)OCO2
8	0.47	0.2	O=C(NNC(=O)c1ccc([N+](=O)[O-])cc1Cl)c1ccncc1
-15	1.6	-0.11	CCn1c(SCC(=O)Nc2ccc3c(c2)OCO3)nc2c1c(=O)n(C)c(=O)n2C
-11	1	0.89	O=C(NN1C(=O)C2C3c4ccccc4C(c4ccccc43)C2C1=O)c1ccccc1 (configuration not stated)
29	.	.	CC(=O)Nc1ccc(NC(=O)COC(=O)C2c3ccccc3Oc3ccccc32)cc1
-38	.	.	COc1ccccc1-c1ccc(=O)n(CC(=O)NCc2cccs2)n1
8	-0.81	1.3	O=C(CSc1nnc(-c2ccccn2)n1Cc1ccccc1)Nc1ccc2c(c1)OCO2
17	.	.	Cc1cc2nc(-c3ccc(SCc4ccccn4)nc3)[nH]c2cc1C
-82	.	.	CNC(=S)N(CCc1c(C)[nH]c2ccc(C)cc12)Cc1cccs1
11	.	.	COC(=O)c1cccc([N+](=O)[O-])c1CN1CCCC(C(N)=O)C1 (configuration not stated)
22	-0.79	-0.74	O=S(=O)(c1ccccc1)N1CCN(Cc2cccc(Cl)c2)CC1
-11	.	.	CNCc1c(OCc2ccccc2F)ccc2ccccc12
-5	.	.	Cc1c(Cc2ccccc2)sc(NC(=O)Cc2ccccc2)c1C(N)=O
14	1.6	2.3	Cc1nnc(N/N=C/c2ccc(O)c([N+](=O)[O-])c2)[nH]c1=O
-30	-1.4	-1.3	FC(F)(F)c1nnc(-c2ccccc2)nc1Sc1ccccc1
28	.	.	O=C(O)c1ccc(Cl)c(S(=O)(=O)Nc2cccc(C(=O)Nc3cccc(C(F)(F)F)c3)c2)c1
.	-0.69	-0.55	CCC(C)(c1nnnn1-c1c(C)cccc1C)N(N=O)c1ccccc1Cl (configuration not stated)
24	1.3	0.25	COc1cccc(/C=N\NC(=O)c2sc(N)nc2C)c1OC
0	-0.36	1.2	O=C(CSc1nnc(-c2c[nH]c3ccccc23)o1)c1ccccc1

Continued:
Insulin prom inh	sdo1 growth	sdo1 growth Rescue 24 h	compound
32	0.27	0.52	CCOCCCNCc1ccc(OC)cc1
-18	0.21	-0.07	CCNc1ccc(S(=O)(=O)N(C)C)cc1NCC(=O)Nc1ccccc1F
-56	0.76	0.31	O=C1CC(N2CCC(C(=O)N3CCCCC3)CC2)C(=O)N1 (configuration not stated)
.	0.45	1.6	Cc1oc(-c2ccccc2)nc1C(=O)OCC(=O)NC(=O)NCC(C)C
-28	-0.34	-0.05	O=C(c1cccc(S(=O)(=O)NCCOc2ccccc2)c1)N1CCN(c2ncccn2)CC1
26	-2.5	-1.4	O=[N+]([O-])c1ccc(Oc2ccc(F)cc2Br)c2ccncc12
41	-0.8	-0.96	CC(C)OC(=O)CSc1nc2cccnc2n1-c1ccc(F)cc1
7	-0.22	1.2	COc1cc(NC(=O)COC(=O)/C=C/c2c(C)nn(-c3ccc(F)cc3)c2Cl)cc(OC)c1
38	-1.1	-0.11	COC(=O)c1oc2ccc(Br)cc2c1NC(=O)c1ccccc1
.	-0.49	-0.98	COc1ccc(OC)c(C=Nc2ccccc2-c2nc3ccccc3[nH]2)c1
.	-0.04	0.6	O=C(CCCn1c(=O)oc2ccccc21)Nc1cccnc1
32	1.5	1.2	[O-][n+]1onc2c1CCc1nnccc1-2
.	-0.24	-0.51	C=CCOC(=O)C1=C(C)NC(=O)NC1c1ccc(Cl)cc1 (configuration not stated)
-56	.	.	COc1ccc(CC(NC(C)=O)C(=O)NC2CCN(S(=O)(=O)c3ccc(NC(C)=O)cc3)CC2)cc1OC (configuration not stated)
72	-0.1	-0.15	CCCC1(C(=O)OCC)NC(c2ccc(N(C)C)cc2)C2C(=O)N(c3ccc4c(c3)OCCO4)C(=O)C21 (configuration not stated)
.	1.7	0.98	CCC(C)NC(=O)CCCCCn1c(=O)[nH]c2cc(OC)c(OC)cc2c1=O (configuration not stated)
40	0.79	0.23	COc1ccc(OCC(=O)OCCNC(=O)c2cccnc2)cc1
24	-0.49	-0.56	Cc1ccc(NC(=O)c2ccc(OC(F)F)cc2)cc1S(=O)(=O)N(C)C
-24	0.41	0.04	CC(=O)Nc1ccc(N2CCCC2)cc1
-46	0.97	1.1	COc1ccc(C(=O)NCCn2ccc3ccccc32)cc1
0	-0.63	0.15	Cc1ccc2nc(NC(=O)c3ccc(OCC4CCCO4)cc3)sc2c1 (configuration not stated)
71*	.	.	CCCCN(CCCC)C(=O)C[n+]1cccc(/C=N/O)c1
0	0.5	0.03	C=CCN(CC=C)C(=O)C(=O)c1cc(C)n(-c2ccc([N+](=O)[O-])cc2)c1C
.	0.45	0.43	CC(C)N(C(=O)CSc1nnc(CN2CCCCCC2=O)n1-c1ccccn1)C(C)C
-29	.	.	COc1ccc(NC(=O)CN2CCN(c3ccccc3)CC2)cc1
-10	1.5	0.54	CCCOc1ccc(NC2=CC(=O)CC(C)(C)C2)cc1
.	-0.31	-0.17	CCCCn1c(/C=C/c2ccco2)nc2ccccc21
.	0.91	0.3	COc1cc(NC(=O)CN2CCCCC2)c(C)cc1[N+](=O)[O-]
-58	-1.2	-0.96	O=C(Cc1c[nH]c2ccccc12)OCCOC(=O)Cc1c[nH]c2ccccc12
13	-0.1	-0.21	Clc1ccccc1CSc1snnc1-c1ccccc1
-67	-0.54	-0.99	COc1ccc(Cc2nnc(SCC(=O)c3cccc([N+](=O)[O-])c3)n2C)cc1
.	0.83	-0.11	Cn1c2ccccc2c2cc(C(=O)N3CCN(CCO)CC3)sc21
-26	0.82	0.7	CC1(C)C(=O)Nc2ccccc2N1C(=O)COC(=O)C12CC3CC(CC(O)(C3)C1)C2
30	0.74	0.63	CCN(CC)S(=O)(=O)c1ccc(C(=O)OCC(=O)N2CCN(C(=O)c3ccco3)CC2)cc1
-17	1.2	0.05	CCC1CCCN1Cn1cnc2c([nH]c3ccc(C)cc32)c1=O (configuration not stated)
-6	-0.01	-0.36	N#CC1=C(N)N(c2ccccc2)C(c2ccco2)C1(C#N)C#N (configuration not stated)
-13	-0.92	-1.4	COc1ccc(N2CCN(c3nc4c(c(=O)n(C)c(=O)n4C)n3Cc3ccccc3)CC2)cc1
23	-2	-1.5	Cc1[nH]oc(=O)c1N=Nc1c(Cl)cccc1Cl
.	1.2	0.72	CC1=C(C(=O)NCc2ccccc2)C(c2cccnc2)n2ncnc2N1 (configuration not stated)
-6	1.5	0.77	Clc1ccc(-n2cccc2/C=N/n2cnnc2)cc1
.	2.6	1.7	CCOc1c(Cl)cc(CNCC(C)C)cc1OC
44	0.86	2.7	O=C(/C=C/Nc1ccc(F)cc1)c1ccco1
-25	0.43	-0.28	CC1(C)Oc2ccc(C(=O)NC3CCCC3)cc2N(CC(=O)NC2CCCCC2)C1=O

15 compounds out of the list, arranged by heavy-atom count, highest first.
Insulin prom inh	sdo1 growth	sdo1 growth Rescue 24 h	compound
-13	-0.92	-1.4	COc1ccc(N2CCN(c3nc4c(c(=O)n(C)c(=O)n4C)n3Cc3ccccc3)CC2)cc1
30	0.74	0.63	CCN(CC)S(=O)(=O)c1ccc(C(=O)OCC(=O)N2CCN(C(=O)c3ccco3)CC2)cc1
-25	0.43	-0.28	CC1(C)Oc2ccc(C(=O)NC3CCCC3)cc2N(CC(=O)NC2CCCCC2)C1=O
-26	0.82	0.7	CC1(C)C(=O)Nc2ccccc2N1C(=O)COC(=O)C12CC3CC(CC(O)(C3)C1)C2
-67	-0.54	-0.99	COc1ccc(Cc2nnc(SCC(=O)c3cccc([N+](=O)[O-])c3)n2C)cc1
0	0.5	0.03	C=CCN(CC=C)C(=O)C(=O)c1cc(C)n(-c2ccc([N+](=O)[O-])cc2)c1C
.	1.2	0.72	CC1=C(C(=O)NCc2ccccc2)C(c2cccnc2)n2ncnc2N1 (configuration not stated)
-29	.	.	COc1ccc(NC(=O)CN2CCN(c3ccccc3)CC2)cc1
-17	1.2	0.05	CCC1CCCN1Cn1cnc2c([nH]c3ccc(C)cc32)c1=O (configuration not stated)
.	0.91	0.3	COc1cc(NC(=O)CN2CCCCC2)c(C)cc1[N+](=O)[O-]
71*	.	.	CCCCN(CCCC)C(=O)C[n+]1cccc(/C=N/O)c1
.	-0.31	-0.17	CCCCn1c(/C=C/c2ccco2)nc2ccccc21
-6	1.5	0.77	Clc1ccc(-n2cccc2/C=N/n2cnnc2)cc1
.	2.6	1.7	CCOc1c(Cl)cc(CNCC(C)C)cc1OC
44	0.86	2.7	O=C(/C=C/Nc1ccc(F)cc1)c1ccco1

Part of the list above in order of SMILES length, ascending.
Insulin prom inh	sdo1 growth	sdo1 growth Rescue 24 h	compound
-6	1.5	0.77	Clc1ccc(-n2cccc2/C=N/n2cnnc2)cc1
0	0.5	0.03	C=CCN(CC=C)C(=O)C(=O)c1cc(C)n(-c2ccc([N+](=O)[O-])cc2)c1C
30	0.74	0.63	CCN(CC)S(=O)(=O)c1ccc(C(=O)OCC(=O)N2CCN(C(=O)c3ccco3)CC2)cc1
